FBPA Giardia inh: blocks Giardia fructose-bisphosphate aldolase activity; purified Giardia FBPA; Potency, µM (titrated, usually from 59.6 µM), for the others: top-dose activity, negative = inhibition, most hits filed as inhibitors; 290,000 compounds, 0.71% hits; AID 2451; note: potency is the fitted concentration of half-maximal effect; nearly all actives have a fitted effect of over 55% in size
Target sequence (A8B2U2 whole entry, looked up): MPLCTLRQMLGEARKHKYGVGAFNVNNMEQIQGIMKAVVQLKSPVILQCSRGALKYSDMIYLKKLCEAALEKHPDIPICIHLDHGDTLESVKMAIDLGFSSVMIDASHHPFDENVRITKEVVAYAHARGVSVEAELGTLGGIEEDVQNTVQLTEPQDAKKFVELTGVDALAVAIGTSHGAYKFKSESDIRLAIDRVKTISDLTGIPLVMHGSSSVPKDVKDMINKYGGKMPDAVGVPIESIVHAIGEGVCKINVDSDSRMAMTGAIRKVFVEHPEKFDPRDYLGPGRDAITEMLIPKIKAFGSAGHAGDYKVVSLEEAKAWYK
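Giardia FBPA (40 nM reagent) was preincubated 10 min at RT with compound (up to 57.5 uM final), then substrate plus GAPDH/TPI/NAD/arsenate coupling system with diaphorase/resazurin was added; resorufin fluorescence (525/598 nm) was read after 20 min.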
AmpC inh no detg: AmpC beta-lactamase inhibition without detergent. P00811. AmpC nitrocefin hydrolysis, absorbance 480 nm, 0.0001% Triton. Potency, µM (series often up to 57.1 µM), without a hit: top-dose activity change, negative = inhibition, most hits filed as inhibitors. 330,000 compounds, 0.52% hits. AID 485341;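 note: potency is the fitted concentration of half-maximal effect; plate controls were no compound for no effect and no enzyme for full effect; nearly all actives have a fitted effect of over 20% in size; some results filed as inactive show a strong effect at the top dose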
Target sequence (P00811 whole entry, looked up): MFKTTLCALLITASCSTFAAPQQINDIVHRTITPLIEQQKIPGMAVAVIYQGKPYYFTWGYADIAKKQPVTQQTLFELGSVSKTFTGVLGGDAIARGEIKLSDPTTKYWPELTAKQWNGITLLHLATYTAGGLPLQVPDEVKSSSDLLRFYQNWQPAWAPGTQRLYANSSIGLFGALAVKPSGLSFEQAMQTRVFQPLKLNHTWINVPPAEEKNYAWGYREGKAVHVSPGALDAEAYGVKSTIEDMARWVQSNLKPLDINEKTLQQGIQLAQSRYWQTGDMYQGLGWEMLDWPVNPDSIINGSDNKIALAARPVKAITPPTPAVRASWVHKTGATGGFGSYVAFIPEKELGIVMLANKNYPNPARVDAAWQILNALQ
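AmpC (5.3 nM in the dispensed reagent) in 20 mM phosphate pH 7.0 with 0.01% (detergent screen) or 0.0001% Triton X-100 was preincubated with compounds for 15 min at room temperature. Nitrocefin was then added from an 800 uM solution, and hydrolysis was followed at 480 nm.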
AmpC inh detg: AmpC beta-lactamase inhibition with detergent present. AID 485294. AmpC hydrolysis of nitrocefin, absorbance 480 nm, 0.01% Triton. 370,000 compounds, 0.041% hits. Potency, µM (highest dose often 114 µM), inactives show top-dose activity change, negative = inhibition, usual class: inhibitors;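 note: potency is the fitted concentration of half-maximal effect; 0% = no-compound wells and -100% = no-enzyme wells; nearly all actives have a fitted effect of over 25% in size; some results filed as inactive show a strong effect at the top dose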
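AmpC (5.3 nM in the dispensed reagent) in 20 mM phosphate pH 7.0 with 0.01% (detergent screen) or 0.0001% Triton X-100 was preincubated with compounds for 15 min at room temperature. Nitrocefin was then added from an 800 uM solution, and hydrolysis was followed at 480 nm.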
AMA1-RON2 inh: inhibitors of Plasmodium falciparum AMA1-RON2 interaction. AlphaScreen AMA1-biotinylated RON2 peptide binding. Potency, µM (highest dose often 58.2 µM), inactives show at the highest dose activity change, negative = inhibition, usual class: inhibitors. 360,000 compounds, 0.2% hits. AID 720542;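 note: potency is the fitted concentration of half-maximal effect; 0% = vehicle wells and -100% = peptide control; nearly all actives have a fitted effect of over 45% in size; some results filed as inactive show a strong effect at the top dose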
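AMA1 (3D7) with his tag at 25 nM final met compounds first, then biotinylated RON2 peptide at 25 nM; detection used donor plus acceptor beads, 10 µg/mL apiece, read by AlphaScreen after 30 min at room temperature.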
HCMV antiviral: inhibitors of human cytomegalovirus. AID 1259415. activity change, negative = inhibition, % at 57.5 µM. HFF cells, HCMV-luciferase reporter, 72 h; hits give low values. 410,000 compounds, 4.5% hits; in the data active = activity change below about -60%; inconclusive = no clear call, values can overlap the other calls; inactive = above about -39%
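Compounds were evaluated in HFFs infected with an HCMV luciferase reporter virus (MOI 1 PFU/cell). Luciferase in lysates collected 72 h post infection served as the replication measure.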
Sm TGR block: blocks Schistosoma mansoni thioredoxin glutathione reductase; Q962Y6; purified TGR, DTNB reduction, TNB absorbance 405 nm; Potency, µM (doses to about 114 µM), without a hit: top-dose activity change, negative = inhibition, most hits filed as inhibitors; 360,000 compounds, 3% hits; AID 485364; note: potency is the fitted concentration of half-maximal effect; nearly all actives have a fitted effect of over 60% in size
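Kinetic colorimetric format: TGR-catalysed, NADPH-driven DTNB reduction monitored via TNB absorbance. Enzyme dispensed at 20 nM; compound exposure 15 min at room temperature before reaction start.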
The depositor's hits bear a star; ? = inconclusive; · = no result given; & = joins results of further samples; [ ] = dose if it differs, or a comment. Unless noted, calls come from the whole dose curve; as a rule, active = well fitted curve in the direction sought with a large enough effect; inconclusive = small, poorly fitted or top-dose-only effect, or another doubt; inactive = no such curve, though single readings can be large; an effect the other way counts as inactive or inconclusive. Unless noted, % is set by controls: 0 for no effect and ±100 for the full control effect.

SMILES	FBPA Giardia inh	AmpC inh no detg	AmpC inh detg	AMA1-RON2 inh	HCMV antiviral	Sm TGR block
COc1cccc(-c2noc(C3CCCN(C(=O)c4ccc(F)cc4F)C3)n2)c1 (stereo not drawn)	-5%	45%	-15%	3%	49	-11%
COC(=O)C1=C(C)N(C(C)c2ccccc2)C(=O)/C1=C\c1ccco1 (stereo not drawn)	-5%	-31%	2%	?	29	32µM*
Cc1ccc(S(=O)(=O)N2CCCC2CNC(=O)C(=O)Nc2ccccc2)cc1 (stereo not drawn)	·	-28%	?	-13%	-18	4%
CCCCn1c(N)c(N(CC(C)C)C(=O)CSc2ccc([N+](=O)[O-])cc2)c(=O)[nH]c1=O	·	-14%	0%	-1%	-14	-21%
CCOc1ccc(NC(=O)Cc2ccccc2)c([N+](=O)[O-])c1	6%	-29%	-13%	-18%	4	0%
CCn1c(SCc2cccc(F)c2)nc2c(c1=O)SCC2	10%	-10%	2%	?	-60*	16%
O=C(N/N=C/C1CC2CCC1C2)c1c[nH]c2ccccc12 (stereo not drawn)	-4%	-31%	5%	65%[activator]	11	10%
CC(=O)C1=C(c2ccc(Br)cc2)C(=O)c2ccccc2C1=O	0.28µM*	-21%	?	16µM*	?	?
O=C1C=CC(=O)N1N(c1ccccc1)c1ccccc1	-4%	-11%	?	?	3	2.5µM*
COc1cccc(C(=O)/C=C2\NCCc3cc(OC)c(OC)cc32)c1	5%	46%	0%	?	-27	-26%
O=C(NNC(=O)c1ccc(-c2ccccc2)cc1)Nc1ccc(F)cc1F	·	-32%	-11%	12%	-4	-3%
O=C1Cc2cc(NS(=O)(=O)c3ccc(Cl)cc3)cc3c2N1CCC3	·	-42%	0%	-12%	-25	6%
Cc1ccccc1Nc1c(-c2cccnc2)nc2ccc(Br)cn12	-5%	51%	-1%	-8%	-16	-1%
CCOC(=O)c1cc(C)sc1/N=C/C1C(=O)CCCC1=O	-2%	-3%	-13%	18%	-12	?
CC(=O)N(c1ccc(N(C(C)=O)S(=O)(=O)c2ccccc2)cc1)S(=O)(=O)c1ccccc1	8%	32%[activator]	-16%	-6%	-11	0%
COC(=O)N/N=C\c1ccccc1OC/C=C/c1ccccc1	9%	-10%	?	4%	·	-5%
COc1ccccc1OCCC(=O)OCC(=O)NC(C)c1ccccc1 (stereo not drawn)	5%	-1%	1%	0%	-2	-13%
O=C(O)c1n[nH]c2c1CCCC2	-18%	-13%	3%	27%	26	6%
O=C(Cc1ccccc1)Nc1cccc(C(=O)N/N=C/c2ccco2)c1	0%	-38%	-3%	9%	0	2%
Cc1cccc(C)c1NC(=O)CN(C)CC(=O)N1CC(=O)Nc2ccccc21	·	1%	·	-21%	10	·
CN1CC(c2ccc(Cl)c(Cl)c2)[C@@]2(COc3ccccc3C2=O)[C@@]12C(=O)Nc1ccccc12 (stereo partly drawn)	-5%	-12%	12%	-9%	-9	0%
COC(=O)C1=C(NC(=O)c2ccccc2C)CCS1	2%	-9%	?	-20%	35	-25%
CCOc1ccc(NS(=O)(=O)c2ccc3c(c2)oc(=O)n3C)cc1	4%	-13%	-17%	-10%	-13	0%
C=CC[C@H](CC(=O)N(CCO)Cc1ccccc1)C(=O)NC[C@H](OC(=O)[C@@H](CC=C)CC(=O)OC(C)(C)C)c1ccccc1	·	234%[activator]	·	0%	11	·
COc1ccccc1N(C)S(=O)(=O)c1ccc(C(=O)NC(C)(C)C)cc1	0%	18%	-4%	15%	5	3%

Some of the entries so far, with two lines to a compound:
Every second line gives: FBPA Giardia inh | AmpC inh no detg | AmpC inh detg | AMA1-RON2 inh | HCMV antiviral | Sm TGR block
O=C(O)c1n[nH]c2c1CCCC2
  -18% | -13% | 3% | 27% | 26 | 6%
O=C(Cc1ccccc1)Nc1cccc(C(=O)N/N=C/c2ccco2)c1
  0% | -38% | -3% | 9% | 0 | 2%
Cc1cccc(C)c1NC(=O)CN(C)CC(=O)N1CC(=O)Nc2ccccc21
  · | 1% | · | -21% | 10 | ·
CN1CC(c2ccc(Cl)c(Cl)c2)[C@@]2(COc3ccccc3C2=O)[C@@]12C(=O)Nc1ccccc12 (stereo partly drawn)
  -5% | -12% | 12% | -9% | -9 | 0%
COC(=O)C1=C(NC(=O)c2ccccc2C)CCS1
  2% | -9% | ? | -20% | 35 | -25%
CCOc1ccc(NS(=O)(=O)c2ccc3c(c2)oc(=O)n3C)cc1
  4% | -13% | -17% | -10% | -13 | 0%

Next entries
SMILES	FBPA Giardia inh	AmpC inh no detg	AmpC inh detg	AMA1-RON2 inh	HCMV antiviral	Sm TGR block
CN(C)S(=O)(=O)c1ccc(Cl)c(C(=O)OCC(=O)NC(=O)c2cccn2C)c1	-5%	-25%	-13%	-13%	-10	0%
CCCCn1c(N)c(N(CCOC)C(=O)c2cc(-c3ccc(OC)c(OC)c3)nc3ccccc23)c(=O)[nH]c1=O	·	11%	?	21%	-25	-17%
O=C(c1ccccc1F)N1CCCC(C(=O)N2CCN(c3ccccc3)CC2)C1 (stereo not drawn)	7%	36%	-1%	-9%	-12	-1%
Cc1ccccc1OCc1ccc(C(=O)N2CCOCC2)o1	-6%	20%	2%	-3%	-37	-8%
COc1cccc(/C=C/C(=O)OCC(=O)NCc2ccco2)c1	3%	-22%	1%	-24%	-29	?
CCOC(=O)N1CCN(C(=O)C(=O)NNC(=O)COc2ccc(Cl)c(C)c2)CC1	7%	-5%	?	45%[activator]	-39	-5%
CCOC(=O)C(C)Sc1ncnc2nc[nH]c12 (stereo not drawn)	-1%	-20%	-1%	-6%	-17	6%
N#C/C(=N\Nc1ccccc1)C(=N)N1CCCCCC1	-18%	-4%	-1%	-1%	120	2%
O=C1CN(C(=O)COC(=O)CCCOc2ccccc2)c2ccccc2N1	1%	0%	2%	-26%	3	4%
O=C(Oc1cc(Cl)ccc1Cl)C1=CC=CN2CCS(=O)(=O)N=C12	·	-19%	-1%	-9%	30	?
O=C(NC1CC1)c1c(O)c2ccccc2[nH]c1=O	13%	-4%	-3%	-5%	?	-10%
COC(=O)C(Sc1nc(C)cc(C)c1C#N)c1ccccc1 (stereo not drawn)	-4%	-8%	-6%	0%	-35	-6%
CC(=O)Nc1ccc(N(CC(O)Cn2c3ccccc3c3ccccc32)S(=O)(=O)c2ccc(C)cc2)cc1 (stereo not drawn)	-2%	13%	-4%	-20%	-35	4%
COc1ccc(N2CC(NC(=O)COc3ccc4ccccc4c3)CC2=O)cc1 (stereo not drawn)	·	·	-3%	·	13	-6%
CCOC(=O)Cc1csc(NC(=O)c2cccc(N3C(=O)CCC3=O)c2)n1	0%	0%	-3%	-7%	6	-18%
O=C(CSc1nccn1-c1ccc(Cl)cc1)Nc1ccc(Cl)c(Cl)c1	·	·	5%	·	?	10%
CCCOc1ccc2oc(=O)c3c(c2c1)CCCN3C(=O)CN1CCc2ccccc2C1	-29%	109%[activator]	?	-13%	-36	0%
CNC(=O)c1ccc(NC(=O)c2cc(S(=O)(=O)N3CCOCC3)ccc2N2CCCC2)cc1	·	16%	3%	-2%	0	-1%
O=C(OCCCN=C1NS(=O)(=O)c2ccccc21)c1ccccc1F	3%	-14%	-2%	2%	92	17%
COc1ccccc1N1C(=O)c2ccc(C(=O)Nc3ccc(F)cc3)cc2C1=O	-2%	-24%	0%	-6%	55	-5%
O=C(CCn1c(=O)oc2ccccc21)Nc1cccc(Cl)c1	-13%	-37%	6%	-3%	8	8%
CC(=O)Nc1ccc(CN2CCCC(C(=O)c3cccc(C(F)(F)F)c3)C2)cc1 (stereo not drawn)	-1%	54%	0%	-6%	30	-1%
NNC(=O)Cn1cnc2ccccc21	0%	-27%	7%	3%	-4	0%
C=CCN(C(=O)OC(C)(C)C)S(=O)(=O)NCc1ccccc1	·	-11%	2%	14%	22	-2%
COc1nn(-c2nc(-c3ccccc3)cc(C(F)(F)F)n2)cc1[N+](=O)[O-]	5%	-11%	-6%	-6%	-9	6%

Later entries.
SMILES	FBPA Giardia inh	AmpC inh no detg	AmpC inh detg	AMA1-RON2 inh	HCMV antiviral	Sm TGR block
O=C(Nc1ccc(S(=O)(=O)N2CCCCC2)cc1)C1CC(=O)N(Cc2ccccc2)C1 (stereo not drawn)	·	31%	9%	-15%	-39	-3%
COCCCNC(=O)CN1C(=O)COc2ccc(S(=O)(=O)N3CCCCCC3)cc21	·	1%	3%&5%	-10%	26&-2	-20%&5%
O=c1oc2cc(O)ccc2cc1-c1ccccc1	2%	-34%	-12%	48%[activator]	-39	1%
CC(C)c1[nH]nc2c1C(Cc1ccccc1)C(C#N)=C(N)O2 (stereo not drawn)	-11%	-20%	-6%	-13%	-30	?
Cc1[nH][nH]c(=O)c1C(c1c(C)[nH][nH]c1=O)c1cn(Cc2ccc(F)cc2)c2ccccc12	?	-24%	-7%	5%	·	-28%
COc1ccc(-c2nn(-c3ccccc3)cc2CN(C)CCn2ccnc2C)c(F)c1	6%	116%[activator]	-8%	-1%	64	4%
COc1cc(CN2CCNC(=O)C2CC(=O)N2CCc3ccccc3C2)cc(OC)c1 (stereo not drawn)	-26%	58%	6%	-4%	7	0%
COc1ccc(C(=O)Nc2ccccc2N2CCOCC2)cc1S(=O)(=O)N1CCOCC1	·	108%[activator]	0%	0%	-24	-21%
CC(C)CNC(=O)C1CCN(CC2CCCCC2)CC1	-20%	-19%	-11%	-11%	25	-21%
CCOC(=O)CN(C(=O)CSc1nnnn1C)c1ccccc1	·	-16%	·	5%	58	·
O=C(CCNC(=O)c1ccc([N+](=O)[O-])cc1)Oc1ccc(F)c(F)c1	·	-14%	·	-3%	0	·
O=c1oc(C2(O)CCCCC2)cc2ccc(-c3ccc4[nH]ccc4c3)cc12	·	-29%	·	18%	-93*	·
O=C(NCC1CCCC(CNC(=O)Nc2ccc(Cl)cn2)C1)Nc1ccc(Cl)cn1 (stereo not drawn)	0%	11%	-15%	-12%	25	-4%
COc1ccc(S(=O)(=O)N2CCOC23CCN(S(=O)(=O)c2cc(C)ccc2C)CC3)cc1	·	-14%	-3%	-15%	17	?
CN1CC(C(=O)c2ccccc2)C(C(=O)c2ccccc2)C1 (stereo not drawn)	-4%	-9%	-3%	-11%	23	-2%
CC(C)C(=O)N1CCN(c2ccccc2NC(=O)COc2ccc(C3CCCCC3)cc2)CC1	·	55%	-1%	-20%	·	7%
O=C(Cc1ccc(F)cc1)NCCc1ccc(F)cc1	2%	6%	-1%	0%	-38	-3%
CC(C)(C)CN1CCN(Cc2nc(-c3ccc(F)cc3)cs2)CC1CCO (stereo not drawn)	12%	96%[activator]	-5%	-3%	-64*	-20%
COc1ccc(C(=O)Nc2cccc(-c3cnc4ccccc4n3)c2)cc1	-5%	-29%	1%	1%	23	1%
O=C(NCc1ccco1)c1cc(-c2ccc(Cl)cc2)on1	-2%	-18%	-8%	34%	20	-1%
Cc1ccc(O)c(C2=Nc3ccccc3C2(C)C)c1	-12%	-23%	-7%	117%[activator]	-13	10%
CN(C)c1ccc(/C=C(\NC(=O)c2ccccc2)C(=O)NCCCN2CCOCC2)cc1	·	1%	2%	-16%	-11	0%
CCOc1ccc(C(=O)/C=C/c2cn(CN3CCN(C)CC3)c3ccccc23)cc1	-2%	-11%	-13%	0%	2	0%

Screens deposited in PubChem by National Center for Advancing Translational Sciences (NCATS).
